Screening results as filed in PubChem BioAssay.
TRPC4 act = TRPC4 (mouse) channel activation; Q9QUQ5; HEK293 TRPC4beta/mu-opioid, Fluo4 calcium fluorescence; active compounds read high; B-score at 10 µM; hit rate 0.49% among 310,000;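 active = B-score above 5 SD of library B-scores, and initial fluorescence ratio not above library mean plus 5 SD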;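 also: positive B-score marks a calcium rise read as TRPC4 activation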
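System: HEK293 cells stably co-expressing mouse TRPC4beta and mu-opioid receptor; Schedule: Fluo4 dye loading 45 min at room temperature, 110 s recording; Detection: Fluo4 fluorescence, kinetic; Evaluation: B-scored integrated calcium fluorescence ratio; Controls: buffer (low) and maximal DAMGO (high).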
TRPC4 inh = blocks the mouse TRPC4 cation channel. HEK293 TRPC4beta/mu-opioid, DAMGO-evoked Fluo4 calcium flux; active compounds read low. B-score at 10 µM. hit rate 0.39% among 300,000. AID 2247;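 active = B-score over 3 SD under the library average, no early fluorescence shift, positive overall ratio signal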
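System: stable TRPC4beta/mu-opioid receptor HEK293 cells; Dosing: single-point compound dosing; Measured by: Fluo4 Ca2+ flux fluorescence; Read-out basis: per-well B score of integrated baseline-normalized Fluo4 ratio.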
KCNQ1 block = human KCNQ1 channel inhibition; P51787; CHO-K1 KCNQ1, FluxOR thallium flux fluorescence; active compounds read high; B-score at 10 µM; hit rate 1.3% among 310,000; AID 2642;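 active = compounds whose thallium flux B-score, printed positive for inhibition, exceeds three library SD while starting fluorescence stays within three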;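 also: channel opened by potassium depolarization with thallium stimulus after 20 min compound exposure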
Target sequence (P51787 whole entry, looked up): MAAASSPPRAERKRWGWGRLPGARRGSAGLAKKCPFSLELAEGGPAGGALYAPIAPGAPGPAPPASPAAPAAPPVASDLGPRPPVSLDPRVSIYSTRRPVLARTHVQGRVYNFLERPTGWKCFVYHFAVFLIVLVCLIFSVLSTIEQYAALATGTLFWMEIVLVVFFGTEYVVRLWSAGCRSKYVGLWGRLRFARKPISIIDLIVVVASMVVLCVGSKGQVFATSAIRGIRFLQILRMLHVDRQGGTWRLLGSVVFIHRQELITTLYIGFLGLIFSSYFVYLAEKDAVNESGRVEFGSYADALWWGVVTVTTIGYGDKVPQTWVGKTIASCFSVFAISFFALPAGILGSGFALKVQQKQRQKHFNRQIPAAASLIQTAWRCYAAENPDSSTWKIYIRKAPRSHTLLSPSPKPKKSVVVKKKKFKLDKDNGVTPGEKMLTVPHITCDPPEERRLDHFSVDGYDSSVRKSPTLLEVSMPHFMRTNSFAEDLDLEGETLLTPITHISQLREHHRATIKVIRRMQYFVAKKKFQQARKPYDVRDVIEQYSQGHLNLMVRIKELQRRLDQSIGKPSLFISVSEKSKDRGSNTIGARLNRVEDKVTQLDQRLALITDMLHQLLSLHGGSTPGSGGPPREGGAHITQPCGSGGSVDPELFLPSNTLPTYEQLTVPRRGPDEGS
KCNK9 block = inhibitors of human KCNK9 two-pore domain potassium channel; Q9NPC2; HEK293 KCNK9, FluxOR thallium flux fluorescence; active compounds read low; B-score at 10 µM; hit rate 1.2% among 310,000; AID 488922;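 active = ratio B-score over 3 SD below the library mean, with starting fluorescence within 5 SD of its mean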;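 also: negative B-score means less thallium flux so channel inhibition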
Platelet DG rel = platelet dense granule release activity; human platelet-rich plasma, SFLLRN dense granule ATP release, luminescence; inhibition, %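 (compounds screened at 7.5 µM in platelet-rich plasma)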; hit rate 0.22% among 300,000; AID 1663;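 active = mean replicate score, as percent of positive control, at or above 50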
hERG rescue = hERG (human) protection from proarrhythmic block; Q12809; CHO-hERG, FluxOR thallium flux, dofetilide IC70 present; activation (rescue from dofetilide block), less the hit threshold, % at 10 µM; hit rate 0.51% among 310,000; AID 1511;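 active = activation above the mean of controls blocked by dofetilide plus 5 SD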;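 also: thallium influx through hERG after potassium depolarization seen as dye fluorescence rise; in these data hits start at about 4.7%; inactives centre near -7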
KCNQ1 pot = human KCNQ1 channel potentiation or activation | B-score at 10 µM | CHO-K1 KCNQ1, thallium flux FluxOR fluorescence; active compounds read high | hit rate 0.35% among 310,000 | P51787;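 active = fluorescence ratio B-score, a plate-corrected score, at least three library SD, with initial intensity B-score within 5 SD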
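System: CHO-K1 cells stably expressing KCNQ1 / Medium: assay buffer for compound exposure, DMSO matched across wells / Reagent: thallium- and potassium-containing depolarizing buffer / Compound: one concentration, matched DMSO / Incubation: 20 min compound pretreatment at room temperature / Measured by: kinetic FluxOR fluorescence, 10 s baseline plus 110 s post-stimulus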
PolyA inhibitor = inhibitors of polyadenylation in S. cerevisiae; S. cerevisiae SKY197-pL101 polyadenylation reporter, beta-gal luminescence; efflux-impaired pdr1/pdr3 knockout yeast; score 100 = 6 SD above DMSO; hit rate 0.02% among 300,000; calls only at 12 µM; AID 1875;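 active = lowest replicate activity score at least 50, where 100 means six control SD above control mean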;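 also: yeast exposed to compound for 9 h at 30 °C; higher score means more reporter readthrough which indicates perturbed polyadenylation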
TRPC4 PAM = TRPC4 (mouse) allosteric potentiation; Q9QUQ5; HEK293 TRPC4beta/mu-opioid, DAMGO EC20, Fluo-4 Ca2+ flux; active compounds read high; B-score at 10 µM; hit rate 0.42% among 310,000;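 active = B-score of calcium response area above 5 SD of library B-scores, with initial fluorescence ratio within 5 SD of library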;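 also: B-score of integrated fluorescence ratio over time as area under calcium response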
KCNK3 block = human KCNK3 channel inhibition, primary screen; O14649; CHO-KCNK3 thallium flux, FluxOR fluorescence; active compounds read low; B-score at 10 µM; hit rate 0.84% among 340,000; AID 602410;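 active = B-score under library mean minus 4 SD, starting fluorescence ratio at most library mean plus 5 SD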;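 also: more negative B-score means stronger inhibition of thallium flux through KCNK3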
Target sequence (O14649 whole entry, looked up): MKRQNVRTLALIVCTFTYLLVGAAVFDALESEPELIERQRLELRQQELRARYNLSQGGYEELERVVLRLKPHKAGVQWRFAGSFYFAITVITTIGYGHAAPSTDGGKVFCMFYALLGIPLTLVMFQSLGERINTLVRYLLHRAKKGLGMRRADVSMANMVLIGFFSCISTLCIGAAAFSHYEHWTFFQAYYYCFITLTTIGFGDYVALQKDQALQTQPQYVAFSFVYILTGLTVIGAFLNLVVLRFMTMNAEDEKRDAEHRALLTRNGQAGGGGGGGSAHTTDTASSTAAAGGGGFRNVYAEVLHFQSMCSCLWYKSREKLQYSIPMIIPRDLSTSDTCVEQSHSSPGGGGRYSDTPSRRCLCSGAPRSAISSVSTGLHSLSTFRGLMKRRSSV
DYRK1A inh = blocks rat Dyrk1A kinase activity. Q63470. ADP-Glo luminescence, NFATc1 peptide. inhibition, % at 12.5 µM. hit rate 0.43% among 310,000. AID 504441; in the data active = inhibition above about 50%;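 also: plate controls were vehicle with enzyme for no effect and no enzyme for full effect; many of its hits are not listed in these tables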
* = called active by the depositor; i = inactive; . = not tested or not shown.

smiles	TRPC4 act	TRPC4 inh	KCNQ1 block	KCNK9 block	Platelet DG rel	hERG rescue	KCNQ1 pot	PolyA inhibitor	TRPC4 PAM	KCNK3 block	DYRK1A inh
CC(=O)NCCCCCCNC(C)=O	i	i	i	i	-3	-8	i	i	i	i	11
CCc1noc(C)c1C(=O)N(CCOC)c1c(N)n(CC(C)C)c(=O)[nH]c1=O	i	i	i	i	30	-7	i	i	i	i	-5
NCCCC[C@H]1CNC(=O)C(=O)N1CCc1cc(C(F)(F)F)cc(C(F)(F)F)c1	i	i	i	i	-2	-6	i	i	i	i	-8
COC(=O)c1cccc(-n2nnnc2SCC(=O)Nc2cc(C)on2)c1	i	i	i	i	1	-6	i	i	i	i	7
Nc1nc(F)nc2c1ncn2[C@@H]1O[C@H](CO)[C@@H](O)[C@@H]1O	i	i	i	i	2	-5	i	i	i	i	6
CNC(=O)NC(=O)C(c1ccccc1)N(C)CC1COc2ccccc2O1 (stereo not given)	i	i	i	i	3	-5	i	i	i	i	10
CCOC(=O)C1=C(N)n2c(s/c(=C/c3ccco3)c2=O)=C(C(=O)OC)C1c1ccco1 (stereo not given)	i	i	i	i	-2	-15	i	i	i	i	-5
CC(=Nc1ccc(C)cc1)c1sc2ccccc2c1O	i	-6*	i	i	20	-7	i	i	i	i	2
Cc1cc(C)nc(NC(=NCc2ccc3c(c2)OCO3)NC(=O)Nc2ccccc2)n1	i	i	i	i	21	-6	i	.	i	i	3
Cc1cc(NC(=O)CN2CCC(C)CC2)no1	i	i	i	i	2	-6	i	i	i	i	6
Oc1ccc(Nc2ccnc3cc(Cl)ccc23)cc1	i	i	i	i	-7	-3	i	i	i	i	1
Cc1cc(C)c(OCC(=O)OCC(=O)NCC2CCCCC2)c(C)c1	i	i	i	i	-5	-11	i	i	i	i	3
Cc1ccc(N(CC(=O)NC2CCCCC2)C(=O)c2ccc(C)s2)cc1	i	i	i	i	-4	-3	i	i	i	i	2
CN(C)/C=C/C(=O)c1ccc([N+](=O)[O-])c(CS(=O)(=O)c2ccccc2)c1	i	i	i	i	-1	0	i	i	i	i	3
COc1ccc(/C=N/NC(=O)c2ccc3c(c2)OCO3)cc1	i	i	i	i	-3	-4	i	i	i	i	5
O=C1/C(=C/c2ccccc2)Nc2ccccc21	83*	i	i	i	2	-22	i	i	i	i	20
COc1cccc(OC)c1C(=O)N1CC(C)OC(C)C1 (stereo not given)	i	i	i	i	2	-7	i	i	i	i	12
O=C(CSc1ccccc1)N1CCN(S(=O)(=O)c2ccccc2)CC1	i	i	i	i	7	-6	i	i	i	i	-1
O=C(Cc1ccccc1)NCCS(=O)(=O)N1CCN(c2cccc(Cl)c2)CC1	i	i	i	i	3	-4	i	i	i	i	2
COc1ccc(N=C2NC(=O)/C(=C/C=C/c3ccccc3)S2)cc1	i	i	i	i	15	-11	i	i	i	i	6
Cc1ccccc1C(=O)NNC(=O)c1ccc(Br)cc1	i	i	i	i	8	-9	i	i	i	i	11
COc1cccc2c1OC1(C)CC2NC(=O)N1c1cccc(C(=O)N2CCN(c3ccccn3)CC2)c1 (stereo not given)	i	i	i	i	0	-13	i	i	i	i	-1
CCCCN(C(=O)c1ccc(N2CCCC2=O)cc1)c1c(N)n(CCCC)c(=O)[nH]c1=O	i	i	i	i	-2	-10	i	i	i	i	16
O=S1(=O)C=CC(N2CCOCC2)C1 (stereo not given)	i	i	i	i	-2	-2	i	i	i	i	1
O=C1c2cccnc2Oc2ccc(Cl)cc2N1Cc1ccc(F)cc1	i	i	i	i	3	-8	i	i	i	i	1
Cc1cc(C)c(C(=O)/C=C/c2ccc(C(C)C)cc2)c(=O)[nH]1	i	i	i	i	-4	-11	i	i	i	i	.
Cc1nc2ccc(S(=O)(=O)N(C)CC(=O)NC(C)c3ccccc3)cc2s1 (stereo not given)	i	i	i	i	-4	-6	i	i	i	i	6
CN(C)S(=O)(=O)c1ccc(C(=O)NCCSc2ccc(Br)cc2)cc1	i	i	i	i	-12	-10	i	i	i	i	3
COc1ccc(NC(=O)N2CCN(S(=O)(=O)c3ccc(F)cc3)CC2)c(OC)c1	i	i	i	i	0	-1	i	i	i	i	4
COc1ccc(OC)c(S(=O)(=O)N2CCc3ccccc3C2)c1	i	i	i	i	-8	-7	i	i	i	i	3
C/C(=N/OC(=O)c1ccc(Cl)cc1Cl)c1oc(C)nc1C	i	i	i	i	12	-6	i	i	i	i	-1
O=C(CSc1ncn[nH]1)N(C1CCCCC1)C1CCCCC1	i	i	i	i	2	-17	i	i	i	i	-1
CC(C)(C)NC(=O)CSc1nc2ccccc2c(=O)[nH]1	i	i	i	i	7	-5	i	i	i	i	-5
COc1ccc(CCNC2=NCCS2)cc1	i	i	i	i	-7	-2	i	i	i	i	-2
CC(C)c1ccc(S(=O)(=O)N2CCN(C(=O)c3ccco3)CC2)cc1	i	i	i	i	-2	-9	i	i	i	i	0
CCOC(=O)c1oc2ccccc2c1NC(=O)CN1CCOCC1	i	i	i	i	0	-21	i	i	i	i	4
COC(=O)CCC(=O)OC1(C)C(=O)C=C2C=C(C3CC3)N(C(CO)CO)C=C2C1=O (stereo not given)	i	i	i	i	-1	-2	i	i	i	i	3
O=C(CSc1nncc2ccccc12)Nc1ccc(F)cc1	i	i	i	i	1	-2	i	i	i	i	2
CCCCn1c(NCc2ccccc2O)nc2ccccc21	i	i	i	i	-2	-11	i	i	i	i	-3
CCOc1ccc(C(=O)CN2CCN(S(=O)(=O)c3ccc(F)cc3)CC2)cc1	i	i	i	i	-1	-5	i	i	i	i	1

The closing 4 entries of the part above open the next one:
smiles	TRPC4 act	TRPC4 inh	KCNQ1 block	KCNK9 block	Platelet DG rel	hERG rescue	KCNQ1 pot	PolyA inhibitor	TRPC4 PAM	KCNK3 block	DYRK1A inh
COC(=O)CCC(=O)OC1(C)C(=O)C=C2C=C(C3CC3)N(C(CO)CO)C=C2C1=O (stereo not given)	i	i	i	i	-1	-2	i	i	i	i	3
O=C(CSc1nncc2ccccc12)Nc1ccc(F)cc1	i	i	i	i	1	-2	i	i	i	i	2
CCCCn1c(NCc2ccccc2O)nc2ccccc21	i	i	i	i	-2	-11	i	i	i	i	-3
CCOc1ccc(C(=O)CN2CCN(S(=O)(=O)c3ccc(F)cc3)CC2)cc1	i	i	i	i	-1	-5	i	i	i	i	1
CCOCCCNC(=O)CN1C(=O)c2ccccc2Sc2ncccc21	i	i	i	i	-3	-3	i	i	i	i	2
CCOC(=O)c1sc2ncc([N+](=O)[O-])cc2c1N	i	i	i	i	-5	-5	i	i	i	i	7
CC1(C)[C@H]2CC=C(CN3CCC(N4CCC(C(=O)N5CCCC5)CC4)CC3)[C@@H]1C2	i	i	i	i	5	-8	i	i	i	i	.
Fc1cc(F)cc(NC(=S)Nc2ccccc2N2CCOCC2)c1	i	i	i	i	9	-16	i	i	i	i	7
CC(OC(=O)c1cc2sccc2n1C)C(=O)NCCc1ccccc1 (stereo not given)	i	i	i	i	-5	-7	i	i	i	i	-2
O=C(O)c1ccc(S(=O)(=O)Nc2ccc(F)c(Cl)c2)cc1	i	i	i	i	10	-10	i	i	i	i	2
Cc1ccc(C)c(NC(=O)c2cc([N+](=O)[O-])cc([N+](=O)[O-])c2)c1	i	i	i	i	-1	-4	i	i	i	i	13
CN(C)CCCN(C(=O)c1ccc(S(=O)(=O)N2CCOCC2)cc1)c1nc2cc3c(cc2s1)OCO3	i	i	i	i	-2	-1	i	i	i	i	-2
COc1ccccc1N1CCN(C(=O)c2ccc3c(=O)n(Cc4ccc5c(c4)OCO5)c(=O)[nH]c3c2)CC1	i	i	i	i	-2	-10	i	i	i	i	1
CSc1ccc(CN2CCN(C(=O)CC(C)C)CC2)cc1	i	i	i	i	1	-10	i	i	i	i	-2
COc1cccc2c1OCC(C(=O)Nc1nccs1)=C2	i	i	i	i	8	-6	i	i	i	i	5
CCCCCOC(=O)CCN1C(=O)/C(=C2\SC(=S)N(CCC(=O)OCCCCC)C2=O)SC1=S	i	i	i	i	-3	2	i	i	i	i	-7
CC(=O)Oc1ccc(OC(C)=O)c2c1CC(C)=C(C)C2	i	i	i	i	0	-4	i	i	i	i	-7
COc1ccc(-c2nc(NCCCN(C)C)c3ccccc3n2)cc1	i	i	i	i	-1	-7	i	i	i	i	8
C/C=C\C(=O)Nc1cccc(C2=NOC3(C2)C[C@@H](C(N)=O)N(C(=O)COc2ccc(Cl)cc2)C3)c1 (stereo not given in full)	i	i	i	i	-2	-5	i	.	i	i	-2
O=C(c1cc2ccccc2oc1=O)N1CCCC1	i	i	i	i	-2	-10	i	i	i	i	10
Cc1ccc(C(=O)NNC(=O)c2ccccc2-n2cccc2)cc1	i	i	i	i	0	-16	i	i	i	i	4
Cc1ccc(NC(=O)c2cc(N3C(=O)C4CC=CCC4C3=O)ccc2N2CCOCC2)cc1Cl (stereo not given)	i	i	i	i	-55	-12	i	i	i	i	4
O=C(c1ccccc1)c1ccc(COC(=O)c2cnccn2)cc1	i	i	i	i	0	0	i	i	i	i	-2
COc1ccc2c(c1)[nH]c1c(=O)n(CCCN3CCOCC3)cnc12	i	i	i	i	6	-3	i	i	i	i	4
O=C(N[C@@H](Cc1c[nH]c2ccccc12)C(=O)O)c1ccc(Cl)cc1	i	i	i	i	2	-7	i	i	i	i	0
Cc1ccc(NC(=O)CC2C(=O)NCCN2C(=S)Nc2ccccc2)c(C)c1 (stereo not given)	i	i	i	i	-2	-9	i	i	i	i	-2
CN(CC(=O)Nc1ccc(N2CCOCC2)cc1)CC(=O)Nc1ccccc1C#N	i	i	i	i	-4	-4	i	i	i	i	-3

This is a subset, so the mix of outcomes need not match the whole.
